# Assay outcomes: PubChem BioAssay, several laboratories
# PREPL inhibitor: inhibits the human prolyl oligopeptidase-like enzyme | actives 0.68% (n = 320,000) | recombinant PREPL, fluorescence polarization activity-based probe | AID 2751 | Q4J6C6 | inhibition, % at 5.96 µM; in the data active = inhibition above about 43%;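 note: 0% = enzyme with DMSO and 100% = wells lacking enzyme; many of its hits are not listed in these tables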
# Target sequence (Q4J6C6 whole entry, looked up): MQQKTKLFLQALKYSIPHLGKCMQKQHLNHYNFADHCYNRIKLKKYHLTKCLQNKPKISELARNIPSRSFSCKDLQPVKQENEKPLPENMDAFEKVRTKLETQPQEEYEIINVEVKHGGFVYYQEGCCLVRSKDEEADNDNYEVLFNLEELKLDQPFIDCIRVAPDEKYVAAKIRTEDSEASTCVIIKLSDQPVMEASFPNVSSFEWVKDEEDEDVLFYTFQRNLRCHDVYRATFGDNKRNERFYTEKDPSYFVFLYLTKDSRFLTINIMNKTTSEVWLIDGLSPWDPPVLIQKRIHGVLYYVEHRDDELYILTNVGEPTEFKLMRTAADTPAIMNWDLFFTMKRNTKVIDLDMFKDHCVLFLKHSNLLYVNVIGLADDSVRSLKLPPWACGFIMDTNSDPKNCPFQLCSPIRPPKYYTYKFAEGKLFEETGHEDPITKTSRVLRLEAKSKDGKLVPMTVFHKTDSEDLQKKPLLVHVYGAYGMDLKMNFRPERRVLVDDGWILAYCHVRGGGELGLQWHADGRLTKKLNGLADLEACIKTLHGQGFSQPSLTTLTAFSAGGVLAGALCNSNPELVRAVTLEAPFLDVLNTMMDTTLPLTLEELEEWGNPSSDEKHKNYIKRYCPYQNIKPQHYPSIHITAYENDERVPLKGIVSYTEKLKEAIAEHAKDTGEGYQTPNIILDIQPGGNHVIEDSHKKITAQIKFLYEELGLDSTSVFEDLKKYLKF
# PP5 primary: PP5 (human) phosphatase inhibition; purified PP5c, OMFP substrate fluorescence; inhibition, % at 6.7 µM; actives 0.18% (n = 320,000); AID 1987;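 active = inhibition above the campaign's mean inhibition across all tested compounds plus 3 SD, cut at about 9.5% in these data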;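 note: 0% = DMSO only and 100% = 100 µM cantharidin control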
# PP1 inh: blocks human PP1-alpha phosphatase, a PP5 counter-screen; purified PP1alpha, OMFP fluorescence; inhibition, % at 6.7 µM; actives 0.9% (n = 320,000); AID 2235;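 active = inhibition above the mean inhibition of all tested compounds plus 3 SD, computed separately for each screening campaign, cut at about 15% in these data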
# Target sequence (P62136 whole entry, looked up): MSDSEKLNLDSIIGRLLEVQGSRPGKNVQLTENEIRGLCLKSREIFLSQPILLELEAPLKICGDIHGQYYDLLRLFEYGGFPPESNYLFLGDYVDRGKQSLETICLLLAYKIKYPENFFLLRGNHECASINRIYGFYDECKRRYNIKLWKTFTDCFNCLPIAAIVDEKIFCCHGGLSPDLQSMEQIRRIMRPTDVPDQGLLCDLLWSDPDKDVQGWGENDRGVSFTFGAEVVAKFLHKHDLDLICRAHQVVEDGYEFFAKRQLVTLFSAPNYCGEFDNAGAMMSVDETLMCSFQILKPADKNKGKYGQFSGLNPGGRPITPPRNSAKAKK
# TPT1 inh: inhibitors of Candida albicans tRNA 2'-phosphotransferase TPT1 | recombinant caTPT1, FP RNA substrate dephosphorylation | inhibition, % at 5 µM | actives 0.81% (n = 300,000) | AID 1962;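 active = inhibition above the mean of all tested compounds plus 3 SD, set per screening campaign, cut at about 24% in these data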;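 note: plate controls were DMSO alone for no effect and ferristatin control at 100 nM for full effect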
# HCV core dimer: HCV core protein dimerization inhibition. TR-FRET GST/Flag-core106 dimerization, 1536-well. inhibition, % at 5 µM. actives 0.33% (n = 300,000). AID 1899;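 active = inhibition above the mean of all tested compounds plus 3 SD, set per screening campaign, cut at about 45% in these data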
#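 Assay system – GST-tagged and Flag-tagged HCV core protein residues 1-106 · Quantity – core106 proteins, GST 13.5 nM and Flag 17 nM · Benchmarks – unlabelled core106 and no-GST-core106 wells · Read-out basis – percent inhibition of core106 dimerization signal · Detection – time-resolved FRET, ex 340 nm, em 617 and 671 nm · Schedule – 4 h at 22.5 °C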
# LYPLA2 counter: blocks human lysophospholipase 2, a PME1 counter-screen; O95372; recombinant LYPLA2, FP-Rh probe fluorescence polarization; inhibition, % at 5.9 µM; actives 0.38% (n = 320,000); AID 2177;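 active = inhibition above the screen-wide mean plus 3 SD, limit set per campaign, cut at about 26% in these data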;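 note: 0% = LYPLA2 with DMSO and 100% = wells lacking LYPLA2 enzyme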
# CTSL1 counter: blocks F. hepatica cathepsin L1 in PFM18AAP counter-screen; recombinant F. hepatica cathepsin L1, Z-Leu-Arg-MCA fluorescence; inhibition, % at 5.96 µM; actives 0.49% (n = 300,000); AID 1906;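 active = inhibition above the mean of all tested compounds plus 3 SD, set per screening campaign, cut at about 17% in these data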;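 note: 0% = plate median of test compound wells and 100% = 1 µM Z-Phe-Ala-diazomethylketone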
# Efflux pump mplx: inhibitors of Candida antifungal efflux pumps expressed in yeast. actives 0.44% (n = 330,000). inhibition, % at 10 µM. S. cerevisiae Candida pump triplex, Nile Red efflux;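 active = plate passing quality check with inhibition over a set limit, or well fluorescence over plate mean plus 4 SD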;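 note: Nile Red retained in pooled yeast measured as flow cytometry median fluorescence; 0% = buffer negative control and 100% = Enniatin B positive control; higher means more Nile Red kept so more efflux inhibition; some compounds called inactive have numbers as strong as hits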
# JMJD2C inh: blocks human GASC-1 demethylase activity; Q9H3R0; GST-JMJD2C(1-420) H3K9me3 demethylation, DELFIA europium; inhibition, % at 2.35 µM; actives 0.069% (n = 330,000);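 active = more than half of a compound's replicate wells show inhibition beyond 50%, single wells judged on their own value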;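 note: signal counts dimethyl H3K9 product captured on neutravidin plate; 0% = median of DMSO wells and 100% = 0.3 times that DMSO median; strong numbers were not always called active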
# Starred values were filed as active, the others as inactive; . = not tested or not shown. Some of the compounds tested; the hit share may differ from the screen's.
1	COc1cc(OC)c(OC)cc1/C=C1\SC(N2CCCCC2)=NC1=O
2	CC1CCC2(CC1)NC(=O)N(CC(=O)Nc1ccc3c(c1)OCCCO3)C2=O (stereo not given)
3	CCCCC(=O)Nc1nnc(SCC(=O)NC2CCCC2)s1
4	O=C(OCc1cc([N+](=O)[O-])cc2c1OCOC2)c1ccc2ccccc2n1
5	NC(=O)NC(=O)COC(=O)/C=C/c1cccc(Br)c1
6	Cc1ccccc1NS(=O)(=O)c1ccc(OCC(=O)N2CCCC2)cc1
7	COC(=O)c1c(NC(=O)c2nc3ccccc3s2)sc2c1CC(C)(C)NC2(C)C
8	Cn1c(-c2ccc(Br)o2)nc2ccccc21
Assay by compound,1,2,3,4,5,6,7,8
TPT1 inh,8,.,0,2,2,0,-3,-4
PP1 inh,2,-2,-1,-8,-2,0,3,4
PREPL inhibitor,9,5,8,2,-1,2,-15,7
Efflux pump mplx,-0.4,0.1,-0.1,0.3,0.0,-0.1,0.1,0.1
PP5 primary,1.5,2.5,1.2,-1.9,1.7,0.2,0.4,0.7
LYPLA2 counter,1,-2,3,-5,-2,-3,-5,2
HCV core dimer,-10,.,5,-1,-5,-7,-1,1
JMJD2C inh,1,-7,-1,-1,4,17,11,-10
CTSL1 counter,1,.,-2,-10,-2,-3,0,1

9	Fc1cccc(F)c1-c1nc(-c2ccncc2)no1
10	CC1(C(=O)O)COC(c2ccc([N+](=O)[O-])cc2)OC1 (stereo not given)
11	C=CCn1c(=NC(=O)C2CC2)sc2cc(NC(C)=O)ccc21
12	CN1C(=O)c2ccc(NC(=O)c3c(F)c(F)c(F)c(F)c3F)cc2C1=O
13	c1cc2c3c(cccc3c1)NC1(CCC3(CC1)Nc1cccc4cccc(c14)N3)N2
14	Cc1cc(Br)ccc1NC(=O)CNC(=O)CN1C(=O)NC2(CCCCCC2)C1=O
15	COc1cc(-c2cc(N)n(S(=O)(=O)c3ccccc3)n2)cc(OC)c1OC
16	COC(=O)c1cccc(NC(=O)CSc2nc(C)cc(=O)[nH]2)c1
Assay by compound,9,10,11,12,13,14,15,16
TPT1 inh,-1,2,0,1,1,-2,-1,-1
PP1 inh,0,-1,0,-1,6,-8,3,-2
PREPL inhibitor,-3,4,3,6,35,4,2,2
Efflux pump mplx,0.1,0.0,-0.1,0.1,0.2,0.0,0.1,0.0
PP5 primary,-0.9,-3.2,0.5,-0.6,6.2,0.6,4.7,0.3
LYPLA2 counter,3,2,-3,14,8,-3,-5,-2
HCV core dimer,1,-3,5,4,-1,11,-7,-2
JMJD2C inh,-1,1,-136,-1,8,-2,-3,-4
CTSL1 counter,2,6,2,1,0,-2,-2,3

17	Cc1ccc(S(=O)(=O)CCC(=O)OCC(=O)N2CCN(S(=O)(=O)c3ccc(Cl)cc3)CC2)cc1
18	Cc1ccc(C(=O)Nc2ccc(C)c(S(=O)(=O)N3CCOCC3)c2)c(C)c1
19	CNC(=O)c1csc(Cc2c(Cl)sc3ccc(Cl)cc23)n1
20	COC(=O)c1cc(NC(=O)c2c(C)noc2C)ccc1N1CCOCC1
21	CCCCOc1ncnc2c1[nH]c1ccc(C)cc12
22	CC(=O)Nc1ccc(C(=O)OCC(=O)NC2CCCCCCC2)cc1
23	CCNC(=O)/C(C#N)=C/c1c(N2CCCCCC2)nc2ccccn2c1=O
24	O=c1c2cc(Br)ccc2[nH]c(=S)n1Cc1ccccc1
Assay by compound,17,18,19,20,21,22,23,24
TPT1 inh,-2,1,-2,1,-6,3,1,-1
PP1 inh,-3,1,-1,-3,6,1,-2,5
PREPL inhibitor,28,23,8,10,-2,18,3,-5
Efflux pump mplx,-0.1,-0.6,-0.1,0.0,0.0,-0.1,-0.1,0.1
PP5 primary,0.1,4.4,0.9,-3.2,2.5,0.2,-0.5,4.7
LYPLA2 counter,6,10,1,-2,3,-2,0,-4
HCV core dimer,-4,1,-5,16,-3,-5,5,2
JMJD2C inh,-6,7,1,-5,8,114,-29,2
CTSL1 counter,-61,-3,2,2,-2,2,3,-3

# Excerpt: entries 21 to 24
21	CCCCOc1ncnc2c1[nH]c1ccc(C)cc12
22	CC(=O)Nc1ccc(C(=O)OCC(=O)NC2CCCCCCC2)cc1
23	CCNC(=O)/C(C#N)=C/c1c(N2CCCCCC2)nc2ccccn2c1=O
24	O=c1c2cc(Br)ccc2[nH]c(=S)n1Cc1ccccc1
Assay by compound,21,22,23,24
TPT1 inh,-6,3,1,-1
PP1 inh,6,1,-2,5
PREPL inhibitor,-2,18,3,-5
Efflux pump mplx,0.0,-0.1,-0.1,0.1
PP5 primary,2.5,0.2,-0.5,4.7
LYPLA2 counter,3,-2,0,-4
HCV core dimer,-3,-5,5,2
JMJD2C inh,8,114,-29,2
CTSL1 counter,-2,2,3,-3

# Further entries:
25	Cc1c(-c2ccccc2)[n+](=O)c(-c2ccc(Cl)cc2)c(C)n1[O-]
26	Cc1ccc(S(=O)(=O)Nc2cccc(Cl)c2)cc1NC(=O)c1cccnc1
27	CCOC(=O)N1CCC(NC(=O)C2CCCN(S(C)(=O)=O)C2)CC1 (stereo not given)
28	CCC(C(=O)Nc1nc(C)cs1)c1ccccc1 (stereo not given)
29	CSCCC(NC(=O)c1ccccc1)C(=O)N1CC(C)OC(C)C1 (stereo not given)
30	CC(=O)CC1=NC(C)(C)Cc2ccccc21
31	O=C(Nc1ccc(N2CCCC2)cc1)c1cc(Br)ccc1Cl
32	Cn1c(SCCC#N)nnc1-c1ccccc1F
Assay by compound,25,26,27,28,29,30,31,32
TPT1 inh,-5,-1,-1,-6,.,-5,3,-2
PP1 inh,-3,-4,-2,-3,-3,-1,33*,-5
PREPL inhibitor,9,-5,28,-11,0,1,31,-2
Efflux pump mplx,-0.2,0.1,-0.1,0.0,-0.1,0.0,0.0,0.0
PP5 primary,1.5,-1.5,-1.0,2.2,3.1,0.5,1.1,-1.0
LYPLA2 counter,-10,-4,7,2,4,6,6,-1
HCV core dimer,0,2,1,4,.,-3,18,4
JMJD2C inh,7,6,8,7,10,-3,2,1
CTSL1 counter,2,4,2,1,.,-2,3,1

33	CC(=O)c1ccc(NC(=O)CSc2ccc3nnc(-c4ccccn4)n3n2)cc1
34	COc1cc(/C=C2/CCCC(C(=O)C(F)(F)F)=C2O)ccc1O
35	Cc1cc(C)c(NC(=O)c2cccc(NC(=O)c3ccco3)c2)c(C)c1
36	O=C(Cn1cc(C(F)(F)F)ccc1=O)N/N=C/c1ccc(Cl)cc1
37	Nc1ccc(C(O)(C(F)(F)F)C(F)(F)F)cc1
38	COc1cccc(C(=O)/C=C/c2ccc(SC)cc2)c1
39	O=C1CN(S(=O)(=O)c2ccccc2)CCN1S(=O)(=O)c1ccccc1
40	Cc1ccc(NC(=O)CN2C(=O)c3ccccc3C2=O)cc1
Assay by compound,33,34,35,36,37,38,39,40
TPT1 inh,-1,19,1,-1,0,0,-1,-1
PP1 inh,2,-3,1,-1,-4,-1,-2,-2
PREPL inhibitor,3,1,0,-9,5,-6,9,7
Efflux pump mplx,-0.4,0.0,0.1,0.0,0.1,0.1,0.0,0.1
PP5 primary,0.7,1.3,-1.8,3.8,0.1,2.0,-1.5,2.7
LYPLA2 counter,6,-1,0,-1,-3,-6,3,1
HCV core dimer,20,-1,10,-7,3,-7,2,-9
JMJD2C inh,1,4,-16,-2,6,-10,0,5
CTSL1 counter,3,-3,-6,0,0,1,-47,-2

41	Cc1ccc(C(=O)NC(=S)Nc2ccc(N3CCN(C(=O)c4ccco4)CC3)cc2)cc1
42	COc1cc(NC(=O)c2ccccc2C)c(OC)cc1NC(=O)CN1CCOCC1
43	CC1CCN(S(=O)(=O)c2ccc(NC(=O)CN3CCN(C)CC3)cc2)CC1
44	OCC[C@H]1C[C@H](O)[C@@H](O)[C@@]2(Cc3ccccc3CO2)O1
45	CC(C(=O)NCc1cccnc1)c1ccc([N+](=O)[O-])cc1 (stereo not given)
46	Clc1ccc(OCCn2ccnc2)cc1Cl
47	COc1cc(NC(=O)c2ccc3snnc3c2)cc(OC)c1
48	O=C(O)C1C2CCC(O2)C1C(=O)Nc1ccc(Cl)cc1F (stereo not given)
Assay by compound,41,42,43,44,45,46,47,48
TPT1 inh,0,1,1,1,0,60*,-2,-3
PP1 inh,11,0,1,-2,-1,2,-6,67*
PREPL inhibitor,48*,10,12,4,12,-25,-2,5
Efflux pump mplx,0.2,0.1,0.1,0.1,-0.1,0.1,0.0,-0.1
PP5 primary,4.3,0.8,2.2,-0.8,-2.5,10*,-0.8,69*
LYPLA2 counter,18,0,-5,-5,6,12,-3,-3
HCV core dimer,12,2,-2,-8,0,-6,-3,-8
JMJD2C inh,2,-8,-13,3,13,6,10,14
CTSL1 counter,1,2,3,0,2,1,2,-1

49	CCc1ccc(C(C)NC(=O)/C=C/c2ccc(Br)cc2)cc1 (stereo not given)
50	CN1CCN(C(=O)Nc2cccc(-c3ccccc3)c2)CC1
51	CC(=O)NC1=NN(C(C)=O)C(C)(CCS(=O)(=O)c2ccc(Br)cc2)S1 (stereo not given)
52	O=C1NC(=Nc2ccccc2)c2ccc([N+](=O)[O-])cc21
53	O=C1CC(N2CCN(S(=O)(=O)c3ccc([N+](=O)[O-])cc3)CC2)C(=O)N1c1ccccc1F (stereo not given)
54	N#C/C(=N\Nc1ccccc1[N+](=O)[O-])C(=N)N1CCCCC1
55	CC1CCN(S(=O)(=O)c2ccc(C(=O)Nc3nnc(C4=COCCO4)o3)cc2)CC1
56	COc1ccc(OC)c(C2CC(=O)NC(SC)=C2C#N)c1 (stereo not given)
Assay by compound,49,50,51,52,53,54,55,56
TPT1 inh,-1,-4,-1,-1,.,-1,-2,0
PP1 inh,2,-5,-4,-1,-2,-1,12,-2
PREPL inhibitor,-2,2,4,-4,17,17,-3,3
Efflux pump mplx,0.1,-0.1,-0.1,0.0,0.1,-0.1,0.2,-0.1
PP5 primary,-0.3,0.8,0.3,1.3,3.9,-1.5,5.3,1.4
LYPLA2 counter,0,-4,4,1,-2,-1,5,-2
HCV core dimer,5,-3,-2,-5,.,-3,10,4
JMJD2C inh,9,-3,-3,-5,-1,-7,-2,-5
CTSL1 counter,6,-3,2,-2,.,3,0,-4

57	CCC(=O)Nc1nnc(-c2ccncc2)s1
58	CCOc1ccccc1NC(=O)COC(=O)/C=C/c1ccc(OC)c(OC)c1
59	O=Cc1cn(-c2ccccc2)nc1-c1ccc(F)cc1
60	Nn1c(Cc2cccc3ccccc23)n[nH]c1=S
61	O=C(Nc1ccc(Nc2ccccc2)cc1)c1ccc(Cl)c([N+](=O)[O-])c1
62	Cc1ccc(/C(O)=C2\C(=O)C(=O)N(C)C2c2ccc([N+](=O)[O-])cc2)cc1 (stereo not given)
63	[O-][n+]1onc2c1CCc1c-2nn(-c2ccccc2Cl)[n+]1[O-]
64	C[n+]1ccc(/C=C/c2cccs2)cc1
Assay by compound,57,58,59,60,61,62,63,64
TPT1 inh,-3,2,-3,-4,3,-2,0,-1
PP1 inh,-2,0,3,-2,5,0,-4,-1
PREPL inhibitor,3,-18,5,-1,27,5,-7,3
Efflux pump mplx,-0.1,-0.2,0.0,0.0,0.2,-0.2,-0.1,0.0
PP5 primary,-1.4,2.0,-3.3,-2.5,6.1,1.1,-1.2,-1.3
LYPLA2 counter,-4,3,9,11,-9,7,-2,0
HCV core dimer,-1,0,-5,-5,4,-8,-4,-2
JMJD2C inh,-1,-23,-4,3,6,-1,-10,2
CTSL1 counter,2,-3,6,0,4,6,-1,0
